EP2 antag = human EP2 receptor antagonists, primary screen, TR-FRET cAMP, C6 glioma cells; C6 glioma cells expressing human EP2; cells stimulated with saturating PGE2; inhibition, % at 25 µM; actives 0.52% (n = 260,000); Prostaglandin E2 receptor EP2 subtype (Homo sapiens), P43116;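 active = percent inhibition above 40 after rounding to a whole number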;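 also: rat C6 glioma host cells with rolipram phosphodiesterase inhibitor present; the protocol text gives 20 µM as final concentration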
Target sequence (P43116 whole entry, looked up): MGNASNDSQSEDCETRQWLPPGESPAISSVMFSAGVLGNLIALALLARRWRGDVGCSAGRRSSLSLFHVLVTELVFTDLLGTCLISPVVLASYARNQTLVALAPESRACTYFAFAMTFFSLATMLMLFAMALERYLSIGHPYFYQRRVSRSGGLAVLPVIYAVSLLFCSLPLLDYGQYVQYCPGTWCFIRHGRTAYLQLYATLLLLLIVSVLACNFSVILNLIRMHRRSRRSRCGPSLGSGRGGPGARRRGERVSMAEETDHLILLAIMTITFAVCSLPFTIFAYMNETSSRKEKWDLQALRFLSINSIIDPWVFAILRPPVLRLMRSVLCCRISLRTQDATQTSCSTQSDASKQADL
Active calls of the source: *; & = joins results of further samples. Some of the compounds tested; rates above refer to the full screens.

SMILES	EP2 antag
COC(=O)c1c(NC(=O)c2cc(OC)c(OC)c(OC)c2)sc(C(=O)N2CCCCC2)c1C	13
COc1ccc(C(=O)c2ccccc2O)c(O)c1	12
Cc1ccc(C)c2[nH]c(=O)c(C(c3nnnn3Cc3ccc(F)cc3)N3CCc4ccccc4C3)cc12 (stereo unspecified)	7
CCOC(=O)Cn1cnc2sc(C)c(-c3ccc(Cl)cc3)c2c1=O	5
CCC(C)(C)n1nnnc1C(C(C)C)N(CCc1ccccc1)Cc1cc2cc(C)ccc2[nH]c1=O (stereo unspecified)	12
Cc1ccc2cc3c(N)c(C(=O)N4CCCCCC4)sc3nc2c1C	6
CCC(C)(C)n1nnnc1C(c1cc2ccc(C)cc2[nH]c1=O)N(Cc1ccco1)CC1CCCO1 (stereo unspecified)	16
COc1ccc2[nH]cc(C(=O)NCCc3ccccc3)c(=O)c2c1	17
CC1CCCN(C(=O)c2cc3sccc3n2C)C1 (stereo unspecified)	10
CC(C)(C)NC(=O)C(c1ccco1)N(C(=O)c1csnn1)c1ccc(Cl)cc1 (stereo unspecified)	10

The list goes on, starting with the last 7 of the part before.
SMILES	EP2 antag
CCOC(=O)Cn1cnc2sc(C)c(-c3ccc(Cl)cc3)c2c1=O	5
CCC(C)(C)n1nnnc1C(C(C)C)N(CCc1ccccc1)Cc1cc2cc(C)ccc2[nH]c1=O (stereo unspecified)	12
Cc1ccc2cc3c(N)c(C(=O)N4CCCCCC4)sc3nc2c1C	6
CCC(C)(C)n1nnnc1C(c1cc2ccc(C)cc2[nH]c1=O)N(Cc1ccco1)CC1CCCO1 (stereo unspecified)	16
COc1ccc2[nH]cc(C(=O)NCCc3ccccc3)c(=O)c2c1	17
CC1CCCN(C(=O)c2cc3sccc3n2C)C1 (stereo unspecified)	10
CC(C)(C)NC(=O)C(c1ccco1)N(C(=O)c1csnn1)c1ccc(Cl)cc1 (stereo unspecified)	10
OC1(c2cccnc2)CCN(CCN2CCCCC2)CC1	5
COc1ccccc1NC(=O)N(Cc1ccco1)Cc1cc2cc3c(cc2[nH]c1=O)OCCO3	4
O=C(Cn1cc(CO)c2ccccc21)Nc1ccc(F)cc1	13
O=C(CN1C(=O)[C@H]2CCCN2C(=O)c2ccccc21)NCCc1ccc(F)cc1	9
COc1ccc(CN(Cc2ccncc2)Cc2ccc(C)cc2)cc1Cn1cccn1	3
NC(=O)CCN1N=C(c2ccc(F)cc2)Cn2c(cc3sccc32)C1=O	6
CC(Cc1ccc2c(c1)OCO2)CN(CCN1CCOCC1)Cc1cccnc1 (stereo unspecified)	7
O=C(CSc1nnc(CNc2ccc(Cl)cc2)o1)N1CCCCC1	20
O=C(c1cc(-c2ccccn2)n[nH]1)N1CCN(CCOc2ccc(F)cc2)CC1	7
CC1CC(C)CN(C(=O)CNCc2ccco2)C1 (stereo unspecified)	8
COc1ccc(Cl)cc1NC(=O)C1CC(c2c(F)cccc2Cl)=NO1 (stereo unspecified)	8
NC(N)=NC(N)=Nc1ccccc1 (tested in a mixture with another compound)	9
CC(=O)c1cccc(N(C(=O)c2ccco2)C(C(=O)NC2CCCC2)c2cccnc2)c1 (stereo unspecified)	10
C=CCn1c(N2CCN(Cc3ccccc3)CC2)nc2c1c(=O)n(C)c(=O)n2C	7
COCCCNC(=O)c1cc(-c2cccc(OC)c2)nc2c(C)cc(C)cc12	6
C=C1CCN([C@@H](Cc2ccccc2)C(=O)NCCCc2ccccc2)S(=O)(=O)c2ccccc21	0
COc1ccc(CN(Cc2nc[nH]c2C)CC2CCCO2)c(OC)c1OC (stereo unspecified)	9
NC(=O)C1CCN(C(=O)CSc2nccc(-c3ccc(Br)cc3)n2)CC1	14
Cc1cc2ccccc2n2c(SCC(=O)O)nnc12	25
COc1ccc(C(=O)OCC#CCSc2nnc(-c3ccncc3)o2)cc1	14

A portion from the list above, as a working copy:
SMILES	EP2 antag
Cc1cc2ccccc2n2c(SCC(=O)O)nnc12	25
COc1ccc(C(=O)OCC#CCSc2nnc(-c3ccncc3)o2)cc1	14

Further structures.
SMILES	EP2 antag
O=C(Nc1ccc(F)cc1)C1CCN(C(=O)c2cccs2)CC1	12
CCOCC(=O)Nc1ccc(S(=O)(=O)NCC2CCCO2)cc1 (stereo unspecified)	17
COC(=O)c1c(NC(=O)CCc2ccccc2)sc(C(=O)N2CCCCC2)c1C	20
COc1ccccc1NC(=O)CSc1nnc(-c2ccncc2)n1-c1ccc(C)cc1	12
COc1cccc(NC(=O)Nc2nnc(C)s2)c1	8
Cc1ccc(-c2nnn(CCC(=O)NCc3cccs3)n2)cc1	18
O=C(O)CCC(=O)C(=O)O	11
N#Cc1c(-c2ccc3c(c2)OCO3)cc(-c2ccc(F)cc2)nc1N	22
COc1ccc(CC(=O)NNC(=O)Cc2cccs2)cc1OC	12
c1nc(N2CCCC2)c2c3c(sc2n1)CCC3	8

Among those listed so far, these have a Cl atom:
SMILES	EP2 antag
CCOC(=O)Cn1cnc2sc(C)c(-c3ccc(Cl)cc3)c2c1=O	5
CC(C)(C)NC(=O)C(c1ccco1)N(C(=O)c1csnn1)c1ccc(Cl)cc1 (stereo unspecified)	10
O=C(CSc1nnc(CNc2ccc(Cl)cc2)o1)N1CCCCC1	20
COc1ccc(Cl)cc1NC(=O)C1CC(c2c(F)cccc2Cl)=NO1 (stereo unspecified)	8

The listing continues:
SMILES	EP2 antag
COc1ccc(-c2cc(C(F)(F)F)nc(SCC(=O)N3CCCc4ccccc43)n2)cc1OC	13
COc1ccc(C(=O)N2CCn3c2nc2ccccc23)cc1OC	9
Cc1ccc2cc(CN(CCO)C(=O)c3ccc(C(C)(C)C)cc3)c(=O)[nH]c2c1C	15
CCc1ccc(NC(=O)CSc2nc3c(C)cccc3cc2C#N)cc1	23
CCc1ccccc1NC(=O)CSc1nnnn1-c1ccc(OC)cc1OC	11
COc1ccc2cc(CN(C(=O)c3cccnc3)C3CCCC3)c(=O)[nH]c2c1	6
COc1ccc(C(=O)c2c(-c3ccc(OC)cc3)oc3ccc(-c4cc(OC)c(OC)c(OC)c4)cc23)cc1	26
Cn1c(=O)[nH]c(=O)c2c1nc1oc(-c3ccc(Br)cc3)cn12	16
CCc1ccc(NC(=S)N(CCN(C)C)Cc2cc3cccc(C)c3[nH]c2=O)cc1	11
COc1ccc(Cl)cc1-c1ccc(C(c2c(C)[nH][nH]c2=O)c2c(C)[nH][nH]c2=O)o1	14
CNCC[C@@H](Oc1ccc(C(F)(F)F)cc1)c1ccccc1	11
CCc1cc2cc(C)cc(C)c2nc1SCC(=O)Nc1nonc1C	8
COc1ccccc1CNC(=O)c1cc(-c2ccccc2)nn1CC1CC(c2cccnc2)=NO1 (stereo unspecified)	5
Cc1ccc(Nc2c3c(nc4ncnn24)CCC3)cc1C	5
[N-]=[N+]=CC(=O)COC(=O)c1ccccc1	9
NC[C@@H]1CC[C@@H](N)[C@@H](O[C@H]2[C@H](O)[C@@H](O[C@H]3O[C@H](CO)[C@@H](O)[C@H](N)[C@H]3O)[C@H](N)C[C@@H]2N)O1	5
CC(C)NC(=O)/C=C/c1ccc2c(c1)OCO2	13
Fc1cccc(C2(NCc3ccnc(N4CCCC4)n3)CC2)c1	4
O=C1OC(c2ccc(O)c(-c3ccccc3)c2)(c2ccc(O)c(-c3ccccc3)c2)c2c(Cl)c(Cl)c(Cl)c(Cl)c21	47*
CCC[C@@H]1CCCO[C@@](C(=O)NCc2ccccn2)(C(F)(F)F)C1	11

Look-ups from the entries so far:
EP2 antag result of COc1ccc(CC(=O)NNC(=O)Cc2cccs2)cc1OC stands at 12
EP2 antag result of COc1ccc(Cl)cc1-c1ccc(C(c2c(C)[nH][nH]c2=O)c2c(C)[nH][nH]c2=O)o1 stands at 14
EP2 antag result of COCCCNC(=O)c1cc(-c2cccc(OC)c2)nc2c(C)cc(C)cc12 stands at 6

(next part)
SMILES	EP2 antag
Cc1ccc(-n2c(SCC(=O)NC3CCCC3)nnc2-c2ccncc2)cc1	4
CCC1c2ccsc2CCN1Cc1ccc2c(c1)n(C)c(=O)n2C (stereo unspecified)	8
COCCCn1c(SCC(=O)c2ccc(C)cc2)nc2ccccc2c1=O	7
COc1ccc(C2/C(=C(/O)c3ccc(C)cc3)C(=O)C(=O)N2CCO)c(OC)c1 (stereo unspecified)	12
CCN(CC)CCNc1nc2c([nH]1)c(=O)[nH]c(=O)n2C	17
CC(C)C(OC(=O)c1ccc2c(c1)NC(=O)C(C)(C)O2)C(=O)NC1CCCCC1 (stereo unspecified)	7
CCOc1ccc(NC(=O)CSc2nnc(COc3ccccc3)n2C)cc1	9
Cn1cc(NS(=O)(=O)c2ccc3c(c2)NC(=O)CO3)cn1	8
C1CCc2nnnn2CC1	12&10
CCn1c(SCC(=O)OC)nnc1-c1ccc(Cl)cc1	12
COc1ccc(Cn2nnnc2CN(Cc2ccco2)Cc2cc3c(C)cc(C)cc3[nH]c2=O)cc1	13
COC(=O)c1sc(NC(=O)CSc2nnc(-c3cccnc3)n2Cc2ccco2)nc1C	9
CCCc1nc(SCC(=O)Nc2nc(C)c(C)s2)c2ccccc2n1	8
O=C(O)c1cnn2cccnc12	18
COc1ccc(CC(=O)NC2CCN(CC(=O)Nc3ccc(Br)cc3)CC2)cc1OC	9
COc1cccc(NC(=O)CN2CCC(Nc3nc(C)c(C)c(=O)[nH]3)CC2)c1	8
COc1cccc(-c2ocnc2C(=O)NC(C)c2ccccn2)c1 (stereo unspecified)	4
Cc1cccc(NC(=O)CSc2nnc3c4c(C)c(C)sc4nc(C(C)C)n23)c1C	9
N#CCCSc1nnc(-c2ccncc2)n1Cc1ccccc1	8
Cc1cc(C)c(NC(=O)COc2ccc(N3CC(C(N)=O)CC3=O)cc2)c(C)c1 (stereo unspecified)	11
CC(C)C[C@H](N)CSSC[C@@H](N)CC(C)C	20
COc1ccccc1-c1nnc(SCC(=O)OC2CCCCC2)n1C	8
Cc1cc(C)c2c(n1)sc1c(=O)[nH]c(=O)[nH]c12	10
CCc1cc2ccc(OC)cc2nc1SCC(=O)NNC(=O)C(C)C	11
O=C(CSc1nnc(CNc2ccc(F)cc2)o1)Nc1ccc(Br)cc1	20
COc1cccc(C2(NC(=O)Cc3nc4nc(C)cc(C)n4n3)CCCC2)c1	8
CN(C)CCc1c[nH]c2ccc(CS(=O)(=O)N3CCCC3)cc12	9
COc1ccc2c(c1)C=C(CN(CCCn1ccnc1)Cc1ccc(C)o1)CO2	5
COc1nc(-c2ccc3c(c2)OCO3)n(-c2ccc(NC(=O)CSc3ccccc3)cc2)n1	8
CCC(OC(=O)C1C2C=CC3(CN(c4ccc(C)cc4C)C(=O)C13)O2)C(=O)NC(C)(C)C (stereo unspecified)	5
CCC(C)C(=O)Nc1nnc(C2CCCCC2)s1 (stereo unspecified)	7
O=C1CCCC(=O)N1c1ccc(Oc2ccc3ccccc3c2)cc1	8
CCCC(c1nnnn1C(C)(C)C)N(Cc1ccco1)Cc1cc2cc(C)ccc2[nH]c1=O (stereo unspecified)	7
Clc1ccc(OCc2cccs2)c(CNc2ncn[nH]2)c1	8
Cc1occc1-c1nnc(SCC(=O)NC2CCCC2)n1-c1ccc(F)cc1	9
CCOc1ccccc1C1C2=C(CC(C)(C)CC2=O)NC2=C1C(=O)c1ccccc12 (stereo unspecified)	10
COc1ccccc1C1(O)CCN(CC(O)c2ccc(C)cc2)CC1 (stereo unspecified)	3
COc1ccc2c(c1)c(CN1CCCCC1CN1CCCCC1)cn2CC(N)=O (stereo unspecified)	5
COc1ccc(S(=O)(=O)N(Cc2ccccc2)Cc2cc3cc(C)c(C)cc3[nH]c2=O)cc1	15
COc1ccc(OC)c([C@@H]2CN(Cc3ccccc3)C[C@H]2NC(=O)c2cc(C)no2)c1	11
CCCC(c1nnnn1Cc1ccc(F)cc1)N(Cc1cc2cccc(C)c2[nH]c1=O)C1CCCC1 (stereo unspecified)	24
CCCC(c1nnnn1C1CCCCC1)N(CCc1ccccc1)Cc1cc2cccc(C)c2[nH]c1=O (stereo unspecified)	6
Cn1c(COc2cccc3ccccc23)nnc1SCC(=O)NC1CC1	17
CC(=O)c1cccc(NC(=O)CSc2nnc3c4c5c(sc4nc(C)n23)CCCC5)c1	12
CCOC(=O)c1c(NC(=S)NC(=O)c2c(Cl)cnn2C)sc2c1CCC(C)C2 (stereo unspecified)	15
CC(Oc1ccc(Cl)cc1Cl)C(=O)N1CCN(C(=O)c2ccco2)CC1 (stereo unspecified)	7
CCOc1ccc(-c2csc3ncn(C(C)C(=O)OC)c(=O)c23)cc1 (stereo unspecified)	3
O=C(C1CCCN(S(=O)(=O)c2ccc(Cl)cc2)C1)N1CCOCC1 (stereo unspecified)	11
CCn1c(=O)n(CC)c2cc(CN(C)Cc3cc(=O)[nH]c4ccccc34)ccc21	8
COc1ccc(-c2cc(-c3ccc(C)o3)nc(N)c2C#N)cc1OC	21

Carrying on.
SMILES	EP2 antag
CSc1ccccc1NC(=O)CCSc1nc(-c2ccc3c(c2)OCO3)cc(C(F)(F)F)n1	5
CC1Oc2cc3oc4c(O)c(O)ccc4c(=O)c3c(O)c2C1(C)C (stereo unspecified)	30
COC(=O)CCc1ccc(OCC(O)CNC(C)C)cc1 (stereo unspecified)	19
Cc1nc(SCC(=O)c2ccccc2)c2c3c(sc2n1)CCCC3	10
COc1ccc(NC(=O)CN2CCN(c3ccc(OC)cc3)CC2)cc1	15
COc1ccccc1CN1CCc2c(nc(N3CCCC(C)C3)[nH]c2=O)C1 (stereo unspecified)	5
Oc1cccc(O)c1O	19
Cc1ccc(C)c(OCC(=O)Nc2ccc(S(=O)(=O)Nc3ncccn3)cc2)c1	4
COc1cccc(C2(NC(=O)CCn3cnc4ccccc43)CCCC2)c1	3
CCC(c1nnnn1C(C)(C)C)N(Cc1ccccc1)Cc1cc2cc(OC)c(OC)cc2[nH]c1=O (stereo unspecified)	17
Cn1c(=O)c2c(nc(N3CCCCC3)n2CC(O)COc2ccccc2)n(C)c1=O (stereo unspecified)	7
Cc1occc1-c1nnc(SCC(=O)Nc2ccc(N(C)C)cc2)n1Cc1ccco1	14
